Compound activity deposited in PubChem BioAssay by The Scripps Research Institute Molecular Screening Center.
GPR151 ag: activators of human GPR151 | activation, % at 11.2 µM | Q8TDV0 | PathHunter beta-arrestin GPR151 cells, luminescence | 1% of 650,000 active; in the data active means activation above about 4.9%;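 further: 0% = median of compound wells and 100% = cells with positive control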
Target sequence (Q8TDV0 whole entry, looked up): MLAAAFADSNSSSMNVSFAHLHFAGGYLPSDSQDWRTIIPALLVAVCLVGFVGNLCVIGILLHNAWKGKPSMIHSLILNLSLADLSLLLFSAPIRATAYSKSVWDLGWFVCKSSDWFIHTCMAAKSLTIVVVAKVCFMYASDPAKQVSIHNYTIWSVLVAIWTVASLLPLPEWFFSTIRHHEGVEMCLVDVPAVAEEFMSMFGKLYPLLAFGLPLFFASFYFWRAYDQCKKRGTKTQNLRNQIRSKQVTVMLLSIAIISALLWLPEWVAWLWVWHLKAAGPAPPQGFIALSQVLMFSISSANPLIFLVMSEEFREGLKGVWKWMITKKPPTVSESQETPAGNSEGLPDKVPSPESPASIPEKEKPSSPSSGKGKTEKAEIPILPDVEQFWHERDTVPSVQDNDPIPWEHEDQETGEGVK
FBW7 activator: activators of human E3 ligase FBW7. AlphaScreen FBW7–phospho-cyclin E peptide binding, activator screen. 0.13% of 650,000 active. normalized activity (activation), % at 26.1 µM. AID 1259310; in the data active means normalized activity above about 1.9%;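 further: purified mutant Fbw7 with reduced substrate affinity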
MITF primary: inhibitors of human MITF. AlphaScreen MITF homodimerization, bead proximity signal. O75030. AID 1259374. 0.91% of 650,000 active. inhibition, % at 2.6 µM; in the data active means inhibition above about 50%;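 further: 0% = vehicle wells with protein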
Target sequence (O75030 whole entry, looked up): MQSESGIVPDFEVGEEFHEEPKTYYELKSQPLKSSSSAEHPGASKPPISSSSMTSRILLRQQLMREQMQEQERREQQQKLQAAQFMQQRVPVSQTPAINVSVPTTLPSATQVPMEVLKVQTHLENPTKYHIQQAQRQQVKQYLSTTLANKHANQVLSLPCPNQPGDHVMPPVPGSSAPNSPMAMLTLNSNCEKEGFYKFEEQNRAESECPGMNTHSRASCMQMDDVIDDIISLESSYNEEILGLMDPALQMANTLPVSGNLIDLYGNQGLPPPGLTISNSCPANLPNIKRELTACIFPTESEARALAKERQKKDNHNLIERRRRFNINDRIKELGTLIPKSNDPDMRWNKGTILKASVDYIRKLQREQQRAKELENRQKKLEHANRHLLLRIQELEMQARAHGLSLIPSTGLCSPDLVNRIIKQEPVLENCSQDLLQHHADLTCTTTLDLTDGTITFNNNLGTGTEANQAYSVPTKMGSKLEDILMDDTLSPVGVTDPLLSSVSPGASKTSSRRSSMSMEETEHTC
TEAD-YAP inh: TEAD-YAP interaction inhibition | HEK-TIYL cells, TEAD-Gal4/YAP UAS-luciferase luminescence | inhibition, % at 9.12 µM | 1.4% of 640,000 active | AID 1259422; in the data active means inhibition above about 32%;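 further: 0% = median of test compound wells and 100% = reference inhibitor wells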
Active calls of the source: *; x = not tested or not shown.

molecule | GPR151 ag | FBW7 activator | MITF primary | TEAD-YAP inh
CCn1c(/C=C/c2c(C)n(C)c3ccc(OC)cc23)nc2ccccc2c1=O | 0.1 | 0.3 | -5 | 5
COC(=O)c1cc(S(=O)(=O)Nc2ccc(F)cc2C)cn1C | -2.4 | -0.1 | 4 | 0
O=C(NNC(=O)C(c1ccccc1)c1ccccc1)c1cccs1 | 0.2 | 0.2 | 8 | 11
C=Cn1c(C(=O)C(F)(F)F)ccc1-c1ccccc1 | -0.5 | 0.0 | 9 | 8
CC(=O)Oc1ccccc1-c1nc2s/c(=C\c3cccs3)c(=O)n2n1 | 1.1 | 0.1 | -9 | 0
O=C(CNc1ccccc1)NNC1=NCCC1 | 3.2 | 0.0 | -8 | -5
COC(=O)C1=C(C)N(Cc2ccccc2)C2=C3C(=O)CCC[C@@H]3[C@@](O)(C(=O)OC)C(=O)N2[C@@H]1c1ccccc1 | 1.2 | 0.1 | 12 | x
COc1ccccc1/C=C/C(=O)NNC(=O)c1cccs1 | -0.2 | 0.0 | 1 | -30

Profiles from above. Values in the order: GPR151 ag	FBW7 activator	MITF primary	TEAD-YAP inh
O=C(NNC(=O)C(c1ccccc1)c1ccccc1)c1cccs1 as listed: 0.2	0.2	8	11
O=C(CNc1ccccc1)NNC1=NCCC1 as listed: 3.2	0.0	-8	-5

(cont.)
molecule | GPR151 ag | FBW7 activator | MITF primary | TEAD-YAP inh
COc1ccc(C2CC(=O)C3=C(C2)Nc2ccccc2NC3c2cccc(C(F)(F)F)c2)cc1OC (stereo not given) | -0.5 | -0.1 | -6 | 2
COC(=O)c1ccc(COC(=O)/C=C/c2ccc3c(c2)OCO3)cc1 | 3.5 | 0.1 | -6 | -16
O=C(CCS(=O)(=O)c1ccc(Br)s1)Nc1cc(F)ccc1F | 0.1 | 0.2 | -6 | 1
Cc1ccc(C(=O)COC(=O)CCCC(=O)Nc2cc(C(F)(F)F)ccc2Cl)cc1C | -0.3 | 0.0 | -6 | 4
CCC(C)OC(=O)C1=C(C)NC2=C(C(=O)CC(c3ccccc3)C2)C1c1cc(Br)c(O)c(OC)c1 (stereo not given) | 0.5 | -0.1 | -2 | 0
COC(=O)c1ccccc1NC(=O)c1cc(S(=O)(=O)N2CC(C)CC(C)C2)c(C)o1 (stereo not given) | 0.2 | 0.0 | -4 | -1
CC1Oc2cccnc2N(Cc2ccc3c(c2)OCO3)C1=O (stereo not given) | 0.1 | -0.1 | -12 | 2
Cc1ccn2c(C(=O)N3CC(C)OC(C)C3)c(C)nc2c1 (stereo not given) | 0.0 | 0.3 | 16 | 8
CC(=O)N1CCN(Cc2ccc3c(c2)CN(Cc2c(F)cccc2Cl)CCO3)CC1 | 0.0 | -0.1 | -7 | -3
COc1ccc(CC(=O)Nc2nc(-c3c[nH]c4ccccc34)cs2)cc1 | 0.8 | -0.2 | 4 | -4
CCN1CCSc2ccc(C(=O)NCc3cccc(F)c3)cc21 | -0.5 | 0.0 | 13 | -2
O=S(=O)(Cc1ccccc1)N1CCCCCC1 | -0.7 | 0.0 | -1 | -14
COc1ccccc1NC(=O)c1ccc(C)c(S(=O)(=O)Nc2ccccc2OC)c1 | 2.2 | -0.2 | 3 | -4
COc1cc(C(=O)N2CC(=O)Nc3ccc(C)cc3C2c2ccccc2)cc(OC)c1OC (stereo not given) | 0.0 | 0.1 | -12 | 0
CCOc1cc(CNCc2c(C(=O)O)n(CC)c3cc(OC)ccc23)ccc1OC | -1.0 | -0.1 | -2 | -4
c1ccc(Cc2nc(N3CCCC3)c3c4c(sc3n2)CCCC4)cc1 | -2.2 | 0.2 | 6 | -5
Cc1csc2ncc(C(=O)NOC(C)(C)C)c(=O)n12 | -0.7 | 0.0 | 23 | -1
COC(=O)CSc1cc([N+](=O)[O-])cc2c1c(C1OCCS1)nn2-c1ccccc1 (stereo not given) | -0.3 | 0.0 | -3 | -6
CCc1cccc(NC(=O)NC2CCCCC2)c1 | -0.4 | 1.0 | 0 | -25
Cc1ccc(C(=O)C[n+]2ccccc2C)cc1[N+](=O)[O-] | -0.1 | -0.2 | -7 | -7
O=C(N/N=C(/N=Cc1cccs1)c1ccccc1)c1ccccc1 | 2.8 | 0.1 | 11 | -74
O=c1oc2cc(Cl)ccc2n1CN1CCOCC1 | -2.2 | 0.5 | 12 | 5
COC(=O)C1=CC=C(c2ccc(OC)cc2)SC1 | -1.4 | 0.4 | 11 | -19
Cc1ccc(C(=O)C2=C(O)C(=O)N(c3ncccn3)C2c2ccc(Cl)c(Cl)c2)o1 (stereo not given) | -2.1 | 0.2 | -4 | 7
O=C(COc1ccc([N+](=O)[O-])cc1)Nc1ccc(Cl)cn1 | 0.4 | -0.1 | -27 | 0
COc1ccc(CNC(=O)CCCCCn2c(SCc3cccc(F)c3)nc3cc4c(cc3c2=O)OCO4)cc1 | 1.0 | 0.1 | -2 | -3
CCC(CC)C(=O)Nc1nnc(SCC(=O)Nc2cc(C(F)(F)F)ccc2Cl)s1 | 3.4 | 0.1 | -12 | 12
CC1CCN(c2c(NCc3ccc(C(=O)NC4CCCCCC4)cc3)c(=O)c2=O)CC1 | 0.8 | 0.0 | -3 | 1
Nc1ncnc(Oc2ccccc2)c1[N+](=O)[O-] | 0.4 | -0.1 | -2 | -6
COc1ccccc1NC(=O)N1CCN(c2ccc3cccc(-c4cncnc4)c3n2)CC1 | -0.9 | -0.1 | -1 | 6
Cc1n[nH]c(C)c1CCNC1CCN(c2ccc(NC(=O)C3CCCC3)cc2)CC1 | -0.3 | 0.2 | 4 | -1
Cc1nc2ccccc2n1CC(=O)NCc1ccccc1 | -0.6 | 0.5 | 3 | 30
Cc1sc(NC(=O)c2cc3ccccc3oc2=O)c(C(N)=O)c1-c1ccccc1 | -0.3 | 0.6 | -4 | 7
COc1ccccc1C(=O)N1CCC(N2CCCCCC2)CC1 | 1.7 | 0.1 | 31 | 8
O=c1oc2cc([N+](=O)[O-])ccc2nc1/C=C(\O)c1cccs1 | -4.9 | 0.3 | 13 | -83
CCN(CC)C(=O)C1=C(C)NC(=S)NC1c1cc(Br)cc(OC)c1OC (stereo not given) | -0.1 | 0.3 | -21 | 11
CCOc1ccc(-c2cnc(NCc3cc(Cl)ccc3O)n2C)cc1 | 0.2 | 0.6 | 38 | -16
CCc1nc(CN2CCN(CC(C)(C)C)C(CCO)C2)c(C)[nH]1 (stereo not given) | -1.0 | 0.1 | -5 | 8
CCCOc1ccc(Oc2nc(NCC)cc(NC(C)(C)C)n2)nn1 | -0.6 | -0.1 | -4 | -12
COc1ccccc1CNc1ncc(-c2cccc(Br)c2)n1C | 0.8 | 0.0 | 31 | -3

15 entries from above, with two lines to a compound.
Fields: GPR151 ag, FBW7 activator, MITF primary, TEAD-YAP inh
O=c1oc2cc(Cl)ccc2n1CN1CCOCC1
  -2.2, 0.5, 12, 5
COC(=O)C1=CC=C(c2ccc(OC)cc2)SC1
  -1.4, 0.4, 11, -19
Cc1ccc(C(=O)C2=C(O)C(=O)N(c3ncccn3)C2c2ccc(Cl)c(Cl)c2)o1 (stereo not given)
  -2.1, 0.2, -4, 7
O=C(COc1ccc([N+](=O)[O-])cc1)Nc1ccc(Cl)cn1
  0.4, -0.1, -27, 0
COc1ccc(CNC(=O)CCCCCn2c(SCc3cccc(F)c3)nc3cc4c(cc3c2=O)OCO4)cc1
  1.0, 0.1, -2, -3
CCC(CC)C(=O)Nc1nnc(SCC(=O)Nc2cc(C(F)(F)F)ccc2Cl)s1
  3.4, 0.1, -12, 12
CC1CCN(c2c(NCc3ccc(C(=O)NC4CCCCCC4)cc3)c(=O)c2=O)CC1
  0.8, 0.0, -3, 1
Nc1ncnc(Oc2ccccc2)c1[N+](=O)[O-]
  0.4, -0.1, -2, -6
COc1ccccc1NC(=O)N1CCN(c2ccc3cccc(-c4cncnc4)c3n2)CC1
  -0.9, -0.1, -1, 6
Cc1n[nH]c(C)c1CCNC1CCN(c2ccc(NC(=O)C3CCCC3)cc2)CC1
  -0.3, 0.2, 4, -1
Cc1nc2ccccc2n1CC(=O)NCc1ccccc1
  -0.6, 0.5, 3, 30
Cc1sc(NC(=O)c2cc3ccccc3oc2=O)c(C(N)=O)c1-c1ccccc1
  -0.3, 0.6, -4, 7
COc1ccccc1C(=O)N1CCC(N2CCCCCC2)CC1
  1.7, 0.1, 31, 8
O=c1oc2cc([N+](=O)[O-])ccc2nc1/C=C(\O)c1cccs1
  -4.9, 0.3, 13, -83
CCN(CC)C(=O)C1=C(C)NC(=S)NC1c1cc(Br)cc(OC)c1OC (stereo not given)
  -0.1, 0.3, -21, 11

More records follow:
molecule | GPR151 ag | FBW7 activator | MITF primary | TEAD-YAP inh
CC(=O)N(CC1CC1)C1CCN(c2nc(C)cc(C)n2)CC1 | 0.2 | 0.2 | 0 | -4
Cc1cccc(OCC(=O)NCC(C)C)c1 | -0.2 | 0.3 | 18 | -6
COc1cccc(-c2nnn(CC(=O)Nc3cc(C)on3)n2)c1OC | 2.1 | -0.2 | 8 | 22
COc1ccc(-n2cc(-c3ccccc3)c3c(N4CCCCC4)ncnc32)cc1 | -1.9 | 0.1 | -10 | -20
CC1CC(C)CN(C(=O)CCNS(=O)(=O)c2ccc3c(c2)oc(=O)n3C)C1 (stereo not given) | -0.1 | 0.2 | 9 | 6
O=C(COc1ccccc1)NCCc1nnc2n1CCN(Cc1cc3ccccc3[nH]1)CC2 | 0.4 | 0.4 | -4 | -6
Nc1ccc(-c2cnn3c(NCCc4ccccn4)ccnc23)cc1 | 1.5 | -0.7 | -3 | -24
O=C(CSc1nc2c(c(=O)n1-c1ccc(F)cc1)SCC2)Nc1nccs1 | -1.0 | -0.2 | -10 | -8
O=C(Cc1ccc2c(c1)CCCC2)Nc1nccs1 | -0.8 | -0.1 | 11 | -8
COc1ccc(/C(O)=C2/C(=O)C(=O)N(c3ccccn3)C2c2ccc([N+](=O)[O-])cc2)cc1 (stereo not given) | -1.3 | -0.2 | -5 | 0
O=c1/c(=C\c2cccc(Cl)c2)sc2nc3ccccc3n12 | 0.1 | 0.1 | -15 | -8
O=C(NCCCNc1ccc([N+](=O)[O-])cc1Cl)c1ccccc1Br | -1.0 | 0.1 | 17 | -2
CSc1nnc2c(n1)OC(c1cccc(Br)c1)N(C(C)=O)c1ccccc1-2 (stereo not given) | -0.8 | -0.1 | -9 | -2
COc1ccc(CNc2nc(-c3cccnc3)nn2C(=O)c2ccc(F)cc2)cc1 | 0.7 | -0.1 | -9 | -2
CN(C1=NC(=O)/C(=C\c2ccccc2)S1)c1ccccc1 | -1.0 | -0.1 | -1 | 0
Cc1cc(OCCCNC(C)C)cc(C(C)C)c1 | 4.0 | 0.9 | 48 | 9
CCCCOC(=O)C1=C(C)NC(=O)NC1c1ccc(F)c(Br)c1 (stereo not given) | 0.7 | 0.1 | -2 | 6
COc1cc2nc(N3CCc4ccccc4C3)nc(NCCO)c2cc1OC | -2.4 | 0.0 | -3 | -4
CCCn1c2ccccc2c2nnc(SC(CC)C(=O)Nc3sc4c(c3C#N)CCCC4)nc21 (stereo not given) | 0.1 | 0.0 | 9 | -1
COc1cc(Br)c(/C=C2\SC(N)=NC2=O)cc1OC | -1.1 | 0.5 | 2 | -10
O=C(CNC(=S)N(Cc1cccs1)C1CCCCC1)NCc1ccc(Cl)cc1 | 1.5 | 0.2 | 8 | 0
Cn1c(N)c(C(=O)CNc2ccccc2)c(=O)n(C)c1=O | -1.1 | 0.2 | 2 | 12
Cc1ccc(C)c(N(C)C(=O)CCNC(=O)Cn2cnc3ccccc3c2=O)c1 | 0.0 | 0.1 | 1 | 7
O=C(c1cc(-c2ccc(F)cc2)no1)N1CCN(c2ccccc2)CC1 | 0.7 | 0.0 | 5 | 8
Cc1ccc(CCN2CC(C(=O)NCCN3CCCCCC3)CC2=O)cc1 (stereo not given) | 0.7 | 0.5 | 2 | 1
NC(=O)C1(N2CCCCC2)CCN(S(=O)(=O)Cc2ccccc2)CC1 | -3.2 | -0.1 | 0 | -10
COc1cc(NC(=O)c2ccc(C(C)(C)C)cc2)c(OC)cc1Cl | -1.0 | -0.2 | 4 | -5
COc1ccc(CCNC(=O)c2[nH]c(C)c(C(C)=O)c2C)cc1 | 0.5 | -0.2 | 3 | -1
O=C(CCCC(=O)OCC(=O)c1ccc(Br)cc1)OCC(=O)c1ccc(Br)cc1 | 1.5 | 0.3 | 10 | -1
CN1CCCN(C(=O)CC[C@H]2CN(Cc3cccc(Cl)c3)CC[C@H]2N2CCCC2)CC1 | 1.2 | 1.5 | -14 | -5
CC(C)c1csc(CN2CCN(Cc3ccc(F)c(F)c3)C(CCO)C2)n1 (stereo not given) | -0.9 | -0.1 | -5 | 6
Cc1ccn2c(NC3CCCC3)c(-c3cccnc3)nc2c1 | -0.4 | -0.2 | 2 | 7
